From PubChem BioAssay
bovine MsrA act – bovine MsrA enzyme activators, primary screen, biochemical, absorbance, HTS | Methionine sulfoxide reductase A (Bos taurus) | purified bovine MsrA, absorbance read-out | activation, % at 10.6 µM | hit rate 0.3% among 360,000 | AID 602163, 2012; in the data active = activation above about 7.5%;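 note: 0% = vehicle and 100% = reference activator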
MT1-MMP act inh – blockers of MT1-MMP proenzyme processing, primary screen, HT1080 RFP-PRO-GFP cells, GFP/RFP fluorescence. Matrix metalloproteinase-14 (Homo sapiens), P50281. GFP/RFP ratio fluorescence, overnight; percent of plate control window, DMSO zero. GFP/RFP ratio change, % at 20 µM. hit rate 0.061% among 360,000. AID 651647, 2012;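 active = GFP/RFP ratio change of at least 30% with cell ATP level not reduced by more than half and red fluorescence within 50% of control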; note: strong numbers were not always called active
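Assay system – RFP-PRO-GFP reporter HT1080 cells · Compound dosing – single dose of 20 µM compound, 1% DMSO final · Incubation – overnight compound exposure at 37 °C · Measure – GFP/RFP fluorescence ratio · Benchmarks – DMSO wells and RFP-L50D-GFP cells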
eLon inh – inhibitors of E. coli Lon protease, primary screen, biochemical, fluorescence polarization; purified E. coli Lon protease; P0A9M0; AID 602123, 2011; inhibition, % at 7.94 µM; hit rate 0.42% among 360,000; in the data active = inhibition above about 13%, passing the limit was not always enough;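 note: 0% = enzyme with probe and DMSO and 100% = no enzyme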
PABP1 MLLE inh – inhibitors of PABP1 MLLE–PAM2 peptide binding, primary screen, biochemical, fluorescence polarization, FITC-PAM2, GST-MLLE. inhibition, % at 20 µM. hit rate 0.36% among 360,000. AID 588489, 2011. Polyadenylate-binding protein 1 (Homo sapiens), P11940; in the data active = inhibition above about 35%, passing the limit was not always enough;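 note: plate controls were DMSO wells with GST-MLLE for no effect and wells lacking GST-MLLE protein for full effect; some results filed as inactive read as strong as hits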
Rin1 Abl inh – inhibitors of Rin1-Abl protein binding, primary screen, biochemical, TR-FRET; AID 588664, 2011; Tyrosine-protein kinase ABL1 (Homo sapiens) + Ras and Rab interactor 1 (Homo sapiens), …; hit rate 0.4% among 360,000; inhibition, % at 7.35 µM; in the data active = inhibition above about 5%, passing the limit was not always enough
SKN-1 inh – suppressors of acrylamide-induced Pgst-4::GFP reporter in worms, primary screen, SKN-1 inhibitor project, whole organism, uHTS, GFP/RFP fluorescence ratio, strain VP596; C. elegans VP596 Pgst-4::GFP/RFP ratio, 24 h; inhibition, % at 21.8 µM; hit rate 0.49% among 360,000; AID 624304, 2012;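 active = interference check ratio from 0.5 to 1.5 plus GFP to RFP signal ratio inhibition reaching or exceeding a fixed threshold, cut at about 30% in these data, passing the limit was not always enough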; note: some compounds called inactive have numbers as strong as hits
Neddylation inh – inhibitors of cullin neddylation, primary screen, biochemical, TR-FRET, uHTS, NAE and Ubc12 | AID 651699, 2012 | NEDD8-conjugating enzyme Ubc12 (Homo sapiens) + NEDD8-activating enzyme E1 regulatory … | calls only at 25 µM | hit rate 0.58% among 360,000; in the data active = inhibition above about 36%
CendR NRP1 mod – modulators of CendR peptide binding to NRP-1, primary screen, biochemical, fluorescence polarization, uHTS | hit rate 0.85% among 360,000 | Neuropilin-1 (Homo sapiens), O14786 | inhibition, % at 25 µM | FAM-RPARPAR peptide binding to NRP-1;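 active = inhibition or corrected inhibition above about 18%, plus a signal ratio from 0.5 to 1.5, limit read from the data, passing the limit was not always enough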; note: strong numbers were not always called active
Target sequence (O14786 whole entry, looked up): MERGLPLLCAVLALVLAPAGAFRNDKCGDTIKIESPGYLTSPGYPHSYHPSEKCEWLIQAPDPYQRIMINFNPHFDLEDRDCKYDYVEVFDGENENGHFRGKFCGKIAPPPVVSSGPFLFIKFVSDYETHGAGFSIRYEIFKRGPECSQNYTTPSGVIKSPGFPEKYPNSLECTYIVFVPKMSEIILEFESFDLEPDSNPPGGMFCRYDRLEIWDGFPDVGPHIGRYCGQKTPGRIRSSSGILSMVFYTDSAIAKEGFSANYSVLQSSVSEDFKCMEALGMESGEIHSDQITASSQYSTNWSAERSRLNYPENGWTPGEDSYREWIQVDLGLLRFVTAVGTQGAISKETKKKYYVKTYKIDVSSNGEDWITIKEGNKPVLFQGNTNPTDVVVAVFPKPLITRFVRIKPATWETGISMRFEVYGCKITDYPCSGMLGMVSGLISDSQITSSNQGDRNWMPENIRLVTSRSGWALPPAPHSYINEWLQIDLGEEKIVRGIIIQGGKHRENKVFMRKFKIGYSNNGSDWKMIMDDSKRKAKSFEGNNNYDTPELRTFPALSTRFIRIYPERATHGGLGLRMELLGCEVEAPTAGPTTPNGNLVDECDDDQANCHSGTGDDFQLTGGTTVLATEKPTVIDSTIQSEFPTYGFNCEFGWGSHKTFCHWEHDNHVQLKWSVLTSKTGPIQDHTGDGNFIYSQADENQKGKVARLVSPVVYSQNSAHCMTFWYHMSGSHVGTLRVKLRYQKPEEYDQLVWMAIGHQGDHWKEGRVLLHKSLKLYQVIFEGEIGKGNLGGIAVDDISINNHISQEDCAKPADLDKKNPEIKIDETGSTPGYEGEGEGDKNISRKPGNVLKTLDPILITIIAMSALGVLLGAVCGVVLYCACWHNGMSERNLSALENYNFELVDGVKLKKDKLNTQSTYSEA
FAS TE block – FAS thioesterase domain inhibitors, primary screen, biochemical, fluorescence intensity, uHTS; inhibition, % at 15 µM; Fatty acid synthase (Homo sapiens), P49327; recombinant FAS-TE, OMFH fluorogenic substrate, fluorescence endpoint; hit rate 0.67% among 360,000;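 active = compounds whose normalised, plate-corrected inhibition of enzyme fluorescence in the single-dose primary screen is 50% or more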;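 note: 0% = DMSO with enzyme and 100% = substrate without enzyme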
* marks the source's active call; other numbers are inactive results.

For COC(=O)c1c(-c2c(Cl)cccc2Cl)noc1NC(=O)NN1CCCCC1 the results were bovine MsrA act -3, MT1-MMP act inh 3, eLon inh 4, PABP1 MLLE inh 28, Rin1 Abl inh 1, SKN-1 inh 5, Neddylation inh inactive, CendR NRP1 mod 4 and FAS TE block 21.
For Cc1cccc(CN2CCN(CC(=O)NCc3cccs3)C2=O)c1 the results were bovine MsrA act 2, MT1-MMP act inh 5, eLon inh 0, PABP1 MLLE inh -7, Rin1 Abl inh -4, SKN-1 inh 6, Neddylation inh inactive, CendR NRP1 mod 14 and FAS TE block -4.
Screening CCN(C(=O)COC(=O)c1cccnc1Nc1ccccc1F)C1CCS(=O)(=O)C1 (centres undefined) returned bovine MsrA act -2, MT1-MMP act inh 1, eLon inh -4, PABP1 MLLE inh 3, Rin1 Abl inh 0, SKN-1 inh 1, Neddylation inh inactive, CendR NRP1 mod -1 and FAS TE block 0.
`O=C1/C(=C/c2cccnc2)SC(=S)N1CC1CCCO1` (centres undefined) gave bovine MsrA act -6, MT1-MMP act inh 1, eLon inh -3, PABP1 MLLE inh 35, Rin1 Abl inh -2, SKN-1 inh -12, Neddylation inh inactive, CendR NRP1 mod 6 and FAS TE block 1.
COc1ccc(S(=O)(=O)NCC(=O)N(CC2CCCO2)C(C(=O)NC2CCCC2)C(C)C)cc1 (centres undefined) was read as bovine MsrA act 3, MT1-MMP act inh -2, eLon inh -5, PABP1 MLLE inh -8, Rin1 Abl inh 1, SKN-1 inh -2, Neddylation inh inactive, CendR NRP1 mod 5 and FAS TE block -1.
For CC1(C)N=C(N)NC(Nc2cccc(Br)c2)=N1 the results were bovine MsrA act -2, MT1-MMP act inh 0, eLon inh 3, PABP1 MLLE inh 9, Rin1 Abl inh -2, SKN-1 inh -22, Neddylation inh inactive, CendR NRP1 mod 2 and FAS TE block -7.
`CC(C(=O)Nc1ccccc1)N(c1cccc(Cl)c1)S(C)(=O)=O` (centres undefined) gave bovine MsrA act -2, MT1-MMP act inh 4, eLon inh 7, PABP1 MLLE inh 1, Rin1 Abl inh 5, SKN-1 inh 4, Neddylation inh inactive, CendR NRP1 mod 6 and FAS TE block -1.
S=C(Nc1ccccc1Cl)NC1CC2CCCC(C1)N2C1CC1 (centres undefined) was read as bovine MsrA act -3, MT1-MMP act inh -2, eLon inh -2, PABP1 MLLE inh 34, Rin1 Abl inh -1, SKN-1 inh -15, Neddylation inh inactive, CendR NRP1 mod 2 and FAS TE block -2.
`Cc1c(NS(=O)(=O)c2cccc(C(=O)N3CCC(C)CC3)c2)c(=O)n(-c2ccccc2)n1C` gave bovine MsrA act -2, MT1-MMP act inh 0, eLon inh -3, PABP1 MLLE inh 7, Rin1 Abl inh -1, SKN-1 inh -4, Neddylation inh inactive, CendR NRP1 mod 20 and FAS TE block -9.
For COc1cc(OC)cc(C(=O)Nc2ccn(C)n2)c1 the results were bovine MsrA act -5, MT1-MMP act inh 0, eLon inh 2, PABP1 MLLE inh 5, Rin1 Abl inh 5, SKN-1 inh -9, Neddylation inh inactive, CendR NRP1 mod 10 and FAS TE block -3.
`O=C(c1ccc(F)cc1)C(C(=O)N1CCCCC1)n1ccccc1=O` (centres undefined) gave bovine MsrA act -6, MT1-MMP act inh 1, eLon inh 12, PABP1 MLLE inh 0, Rin1 Abl inh 1, SKN-1 inh -12, Neddylation inh inactive, CendR NRP1 mod 8 and FAS TE block -12.
COc1ccc(-c2nnn(Cc3nc(N)nc(N4CCOCC4)n3)n2)cc1OC was read as bovine MsrA act 0, MT1-MMP act inh 1, eLon inh 7, PABP1 MLLE inh 8, Rin1 Abl inh -3, SKN-1 inh 8, Neddylation inh inactive, CendR NRP1 mod 16 and FAS TE block -2.
Screening CCc1cc(C(=O)Nc2ccccc2)cs1 returned bovine MsrA act -10, MT1-MMP act inh 2, eLon inh 8, PABP1 MLLE inh 7, Rin1 Abl inh 4, SKN-1 inh 13, Neddylation inh inactive, CendR NRP1 mod 4 and FAS TE block -5.
`NC(=O)c1ccccc1NC(=O)/C=C/C(=O)O` gave bovine MsrA act -4, MT1-MMP act inh 3, eLon inh 0, PABP1 MLLE inh 7, Rin1 Abl inh 3, SKN-1 inh -15, Neddylation inh inactive, CendR NRP1 mod 10 and FAS TE block -4.
`CSc1ccc(S(=O)(=O)NCC(=O)OC2CCOC2=O)cc1[N+](=O)[O-]` (centres undefined) gave bovine MsrA act -2, MT1-MMP act inh 4, eLon inh -6, PABP1 MLLE inh -1, Rin1 Abl inh -1, SKN-1 inh 22, Neddylation inh inactive, CendR NRP1 mod 3 and FAS TE block -7.
Screening COc1cccc(Cn2nnc(C(=O)NCc3ccc(F)cc3)c2N)c1 returned bovine MsrA act 1, MT1-MMP act inh 1, eLon inh -6, PABP1 MLLE inh 5, Rin1 Abl inh -3, SKN-1 inh 11, Neddylation inh inactive, CendR NRP1 mod -7 and FAS TE block 0.
`O=C(CSc1nnc(COc2ccc(F)cc2)o1)N1CCCCC1` gave bovine MsrA act -10, MT1-MMP act inh 0, eLon inh 4, PABP1 MLLE inh 7, Rin1 Abl inh 2, SKN-1 inh 5, Neddylation inh inactive, CendR NRP1 mod 7 and FAS TE block -2.
Screening COc1ccccc1C(=O)NC(=O)COc1ccc([N+](=O)[O-])cc1 returned bovine MsrA act 0, MT1-MMP act inh 0, eLon inh 0, PABP1 MLLE inh 3, Rin1 Abl inh 2, SKN-1 inh -15, Neddylation inh inactive, CendR NRP1 mod -5 and FAS TE block 15.
For CC(=NNc1ccc2ccccc2n1)c1ccccc1O the results were bovine MsrA act 0, MT1-MMP act inh 1, eLon inh -16, PABP1 MLLE inh -4, Rin1 Abl inh 0, SKN-1 inh -11, Neddylation inh inactive, CendR NRP1 mod 1 and FAS TE block 26.
For Cc1cccc2sc(N(CCCN(C)C)C(=O)c3nc4ccccc4s3)nc12 the results were bovine MsrA act -2, MT1-MMP act inh 6, eLon inh -9, PABP1 MLLE inh -5, Rin1 Abl inh -3, SKN-1 inh 10, CendR NRP1 mod 6 and FAS TE block -12.
CC(=O)C(Sc1ncnc2sc3c(c12)CCCC3)C(C)=O was read as bovine MsrA act -4, MT1-MMP act inh 1, eLon inh 3, PABP1 MLLE inh -3, Rin1 Abl inh 1, SKN-1 inh 7, Neddylation inh inactive, CendR NRP1 mod 0 and FAS TE block 2.
For Cc1ccc(S(=O)(=O)N2CCN(C(=O)COC(=O)CNC(=O)c3ccccc3)CC2)c(C)c1 the results were bovine MsrA act -2, MT1-MMP act inh 2, eLon inh -7, PABP1 MLLE inh -3, Rin1 Abl inh 1, SKN-1 inh 4, Neddylation inh inactive, CendR NRP1 mod 7 and FAS TE block -5.
For O=C(O)COc1ccc(/C=N/NC(=O)c2ccc(-c3csc(Nc4ccc(Cl)cc4)n3)cc2)cc1 the results were bovine MsrA act -4, MT1-MMP act inh 4, eLon inh 2, PABP1 MLLE inh 6, Rin1 Abl inh -2, SKN-1 inh 16, CendR NRP1 mod -81 and FAS TE block 3.
For CC(C)CC(CO)N1CCN(C(=O)c2ccc(Cl)cc2Cl)CCC1=O (centres undefined) the results were bovine MsrA act -3, MT1-MMP act inh -2, eLon inh 5, PABP1 MLLE inh 12, Rin1 Abl inh 2, SKN-1 inh -1, Neddylation inh inactive, CendR NRP1 mod 0 and FAS TE block -10.

Next section; it opens with the two that closed the last part.
For O=C(O)COc1ccc(/C=N/NC(=O)c2ccc(-c3csc(Nc4ccc(Cl)cc4)n3)cc2)cc1 the results were bovine MsrA act -4, MT1-MMP act inh 4, eLon inh 2, PABP1 MLLE inh 6, Rin1 Abl inh -2, SKN-1 inh 16, CendR NRP1 mod -81 and FAS TE block 3.
For CC(C)CC(CO)N1CCN(C(=O)c2ccc(Cl)cc2Cl)CCC1=O (centres undefined) the results were bovine MsrA act -3, MT1-MMP act inh -2, eLon inh 5, PABP1 MLLE inh 12, Rin1 Abl inh 2, SKN-1 inh -1, Neddylation inh inactive, CendR NRP1 mod 0 and FAS TE block -10.
Screening S=C(NCCC(c1ccccc1)c1ccccc1)Nc1cccc(Cl)c1 returned bovine MsrA act -3, MT1-MMP act inh 1, eLon inh 6, PABP1 MLLE inh 17, Rin1 Abl inh 1, SKN-1 inh 3, Neddylation inh inactive, CendR NRP1 mod 8 and FAS TE block 28.
`O=C(CSc1nnc(-c2ccncc2)n1-c1ccccc1)NCC1CCCO1` (centres undefined) gave bovine MsrA act -3, MT1-MMP act inh 1, eLon inh -2, PABP1 MLLE inh 1, Rin1 Abl inh 6, SKN-1 inh -2, Neddylation inh inactive, CendR NRP1 mod 14 and FAS TE block -5.
Screening O=Cc1c(Sc2ccccc2)nc2ccccn2c1=O returned bovine MsrA act -7, MT1-MMP act inh -8, eLon inh -7, PABP1 MLLE inh 13, Rin1 Abl inh -1, SKN-1 inh 14, Neddylation inh inactive, CendR NRP1 mod -8 and FAS TE block 2.
Screening COc1ccc2c(c1)CC(C)C/C2=N\NC(=O)c1ccco1 (centres undefined) returned bovine MsrA act -4, MT1-MMP act inh -1, eLon inh -4, PABP1 MLLE inh -5, Rin1 Abl inh -1, SKN-1 inh -17, Neddylation inh inactive, CendR NRP1 mod 1 and FAS TE block -6.
Screening CC(C)(C)C(=O)Nc1ccc2oc(-c3cc(F)c(F)cc3Cl)nc2c1 returned bovine MsrA act -1, MT1-MMP act inh 1, eLon inh -4, PABP1 MLLE inh -4, Rin1 Abl inh 0, SKN-1 inh -16, Neddylation inh inactive, CendR NRP1 mod -10 and FAS TE block -4.
For CC(C)N1C(=S)SC(C)(C)C1n1oc(=O)n(-c2cccc(Cl)c2)c1=O (centres undefined) the results were bovine MsrA act 1, MT1-MMP act inh -2, eLon inh 0, PABP1 MLLE inh 7, Rin1 Abl inh 6, SKN-1 inh -3, Neddylation inh inactive, CendR NRP1 mod 17 and FAS TE block 11.

Retrieved one by one from the list above, three records:
Screening COc1ccc2c(c1)CC(C)C/C2=N\NC(=O)c1ccco1 (centres undefined) returned bovine MsrA act -4, MT1-MMP act inh -1, eLon inh -4, PABP1 MLLE inh -5, Rin1 Abl inh -1, SKN-1 inh -17, Neddylation inh inactive, CendR NRP1 mod 1 and FAS TE block -6.
`O=C(CSc1nnc(-c2ccncc2)n1-c1ccccc1)NCC1CCCO1` (centres undefined) gave bovine MsrA act -3, MT1-MMP act inh 1, eLon inh -2, PABP1 MLLE inh 1, Rin1 Abl inh 6, SKN-1 inh -2, Neddylation inh inactive, CendR NRP1 mod 14 and FAS TE block -5.
Screening O=Cc1c(Sc2ccccc2)nc2ccccn2c1=O returned bovine MsrA act -7, MT1-MMP act inh -8, eLon inh -7, PABP1 MLLE inh 13, Rin1 Abl inh -1, SKN-1 inh 14, Neddylation inh inactive, CendR NRP1 mod -8 and FAS TE block 2.
